# M1AAP inhibition = P. falciparum M1AAP inhibitors, biochemical, fluorogenic H-Leu-NHMec substrate, 1536-well (AID 1445); recombinant M1AAP, H-Leu-NHMec fluorogenic kinetic assay; higher % means a stronger effect; one-dose inhibition, % at 30 µM; IC50 in µM for titrated hits; actives 0.42% (n = 220,000);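 active = primary inhibition above the hit cutoff, then over 50% inhibition at one or more dose response concentrations, cut at about 23% in these data, passing the limit was not always enough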;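 note: plate controls were DMSO full reaction for no effect and no enzyme background for full effect; strong numbers were not always called active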
# Autophagy HCS = alters autophagy in cells; MEF GFP-LC3 puncta imaging; test concentration mostly 10 µM; calls only at 10 µM (by protocol); AID 463193; actives 0.98% (n = 190,000);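 active = percentage of spot-positive cells more than 3 SD above its plate mean, without a fluorescence outlier flag or 80% toxicity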;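 note: spot-positive cell cutoff set from DMSO-treated cells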
# MT stabilize HCS = stabilizes microtubules in HeLa cells | HeLa tubulin immunostaining HCS, 24 h; share of cells brighter than vehicle mean+2SD | % tubulin-high responders, % at 10 µM | AID 2205 | actives 0.83% (n = 200,000);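 active = plate Z-score above 3 for both tubulin-high and condensed-nucleus cell shares, with cell loss under 80%, at 10 µM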;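 note: anti alpha tubulin signal scored within the nucleus-defined area of each cell; some results filed as inactive read as strong as hits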
# Ins promoter up = MIN6 insulin promoter up-regulation; actives 0.3% (n = 190,000); AID 1625; z-score at 5 µM; MIN6 insulin promoter-GFP reporter, high-content imaging; active compounds read high;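 active = z-score above 3 at 5 µM with at least 500 cells counted in the well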
# K1F lysis inhibition = protection from phage-mediated lysis, alamar blue read-out – E. coli UTI89, K1F phage, bacterial capsule biogenesis inhibitors (AID 488966). E. coli UTI89 K1F phage lysis, alamar blue, 2 h; higher % means a stronger effect. one-dose inhibition, % at 100 µM; IC50 in µM for titrated hits. actives 0.02% (n = 340,000);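 active = phage lysis inhibition, versus mean bacterial control, above a set limit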;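 note: capsule biogenesis inhibitors block K1F phage lysis so surviving cells raise fluorescence; higher fluorescence means more inhibition of phage lysis; actives were called in the ten point dose series up to 300 µM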
# b-catenin transl = beta-catenin nuclear translocation modulation | HeLa beta-catenin nuclear translocation, immunofluorescence imaging | nuclear translocation activity, % at 5 µM | actives 0.3% (n = 190,000) | AID 1665;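 active = nuclear translocation activity above 50% at 5 µM, with a well cell count of 50 or more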;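 note: per-cell ratio of nuclear to cytoplasmic median beta-catenin stain intensity; plate controls were DMSO negative control for no effect and GSK-3 inhibitor IX positive control for full effect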
#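 Test system: human HeLa cells, native beta-catenin. Compound dosing: 5 µM primary single dose, 0.1% DMSO, 0.02–20 µM confirmation series. Incubation: compound exposure 24 h at 37°C. Detection: beta-catenin immunostaining with DAPI counterstain, 20x imaging, 6 fields/well. Read-out basis: Nuclear/cytoplasmic beta-catenin signal ratio, % activation.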
# M17LAP inhibition = P. falciparum M17LAP inhibitors, primary screen, biochemical, fluorogenic H-Leu-NHMec substrate, 1536-well (AID 1619) | recombinant M17LAP, H-Leu-NHMec fluorogenic kinetic assay; higher % means a stronger effect | inhibition, % at 30 µM; hits with a dose series show IC50 in µM | actives 0.38% (n = 220,000);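 active = compound inhibiting the enzyme by more than half at any dose during confirmatory dose-response retesting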;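 note: plate controls were full reaction with DMSO carrier for no effect and no enzyme background for full effect; strong numbers were not always called active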
# CSM14.1 death rescue = rescue of cells from ER stress-induced death, primary screen, 384-well, CSM14.1, thapsigargin, ATP luminescence (AID 1222); CSM14.1 thapsigargin-induced death rescue, ATP luminescence; higher % means a stronger effect; cellular ATP content (survival), % at 20 µM; hits with a dose series show EC50 in µM; 190,000 tested, under 10 active;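 active = EC50 below 50 µM in the dose-response confirmation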;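 note: death triggered by thapsigargin at about 15 µM added after 2 h compound pretreatment; cell ATP read after overnight thapsigargin exposure of roughly 18 to 22 hours; normalized against plate controls of thapsigargin alone and 5% DMSO vehicle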
# Dynein cargo inh = dynein cargo transport inhibition | z-score, hits read low | 3617.4 mouse cells, GR-EGFP nuclear translocation imaging; test concentration mostly 20 µM; stimulated with dexamethasone, 1 µM; active compounds read low | actives 0.47% (n = 220,000) | AID 1381;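 active = plate z-score of nuclear minus cytoplasmic receptor signal below a set negative limit, without overly bright fluorescence or cell loss, cut at about -3.5 in these data, passing the limit was not always enough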;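 note: z-score of nuclear minus cytoplasmic ring GR-EGFP intensity difference per well; some compounds called inactive have numbers as strong as hits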
#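 Buffer or medium: Induction medium lacking tetracycline, stripped serum | Also added: Dexamethasone agonist, 1.0 µM final, for 30 min | Timing: 48 h induction, 1 h compound, 30 min dex at 37 °C | Detection: Formaldehyde fixation, Hoechst nuclear stain, 10x automated fluorescence imaging | Measure: Nuclear versus cytoplasmic GR-EGFP signal, averaged per well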
# Dynein cargo inh cytoplasmic EGFP = further read-out of Dynein cargo inh, marked with its call; z-score; measured here: cytoplasmic GR-EGFP intensity; active compounds read high
# Dynein cargo inh nuclear GR-EGFP = recorded beside Dynein cargo inh, whose call it bears; z-score; measured here: nuclear GR-EGFP intensity;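 lower value marks the stronger effect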
# Dynein cargo inh cell count = also measured in Dynein cargo inh; calls as there; z-score; measured here: cell count per field
# Ins promoter up cell count = second read-out of Ins promoter up, no call of its own (marks repeat the call); cell count; measured here: cytotoxicity, nuclei count;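 total cells summed across four imaged fields per well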
# b-catenin transl cell count 5 µM = recorded beside b-catenin transl, whose call it bears; cell count; measured here: cell count, cytotoxicity flag
# MT stabilize HCS Hoechst-high % = further read-out of MT stabilize HCS, marked with its call; % Hoechst-high responders; measured here: nuclear condensation Hoechst responders;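 share of cells brighter than vehicle mean plus two SD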
# MT stabilize HCS cytotoxicity % = recorded beside MT stabilize HCS, whose call it bears; toxicity, %; measured here: cytotoxicity by cell density;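 0% = mean cell density of plate MIN control wells and 100% = no cells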
# Autophagy HCS cell loss 18 h = recorded beside Autophagy HCS, whose call it bears; toxicity, %; measured here: cell loss, nuclei count;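 cell loss after 18 h compound exposure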
# Active calls of the source: *; i = inactive; . = no result given.
SMILES,M1AAP inhibition,Autophagy HCS,Autophagy HCS cell loss 18 h,MT stabilize HCS,MT stabilize HCS Hoechst-high %,MT stabilize HCS cytotoxicity %,Ins promoter up,Ins promoter up cell count,K1F lysis inhibition,b-catenin transl,b-catenin transl cell count 5 µM,M17LAP inhibition,CSM14.1 death rescue,Dynein cargo inh,Dynein cargo inh cytoplasmic EGFP,Dynein cargo inh nuclear GR-EGFP,Dynein cargo inh cell count
c1coc(CN2CNc3nc4ccccc4n3C2)c1,1%,.,.,.,.,.,-0.09,1045,-0.4%,0.3,1376,4%,.,0.56,-0.29,0.16,0.18
CC(C)(C)NC(=S)N/N=C/c1cc(Br)c(O)c(Br)c1,22%,.,.,.,.,.,-0.55,1218,-1.9%,-1.0,1350,-1%,.,-0.11,-0.22,-0.14,-0.11
O=C(/C=C/c1cccc(F)c1)c1ccc(N2CCOCC2)cc1,3%,.,.,.,.,.,0.09,1357,-0.1%,-0.1,1086,18%,.,-0.077,0.03,-0.093,0.23
O=c1[nH]c(NCCO)nc2c1C1(CCCCC1)Cc1ccccc1-2,16%,i,6,3.5,2.0,5.9,0.06,1253,-0.2%,2.9,1183,-36%,3.6%,1.2,-0.24,0.97,-0.8
O=C(Nc1cc(S(=O)(=O)N2CCOCC2)ccc1O)c1ccc2c(c1)S(=O)(=O)c1ccccc1C2=O,0%,i,-2,5.2,2.1,9.7,-0.26,1619,0.1%,-4.0,1030,5%,0.4%,-0.64,2.9,0.32,-0.73
Cc1ccc(CNC(=O)C(=O)NCC2OCCN2C(=O)c2ccc(Cl)cc2)cc1 (stereo unspecified),-13%,i,-1,5.1,3.4,12,-0.14,1163,-0.8%,-2.4,559,4%,-1.1%,-0.32,-0.15,0.68,-0.82
O=C(c1ccco1)N1CCN(S(=O)(=O)c2ccc(F)cc2)CC1,-5%,i,-5,4.1,1.7,4.8,-0.25,1342,0.3%,0.0,1005,-3%,-0.9%,0.35,-0.23,-0.44,0.064
CCCCN1CN(S(=O)(=O)c2cccs2)c2nc3ccccc3nc21,16%,i,-1,3.4,1.9,11,-0.06,1154,.,-0.4,1043,-7%,.,0.35,-0.24,0.34,0.59
COC(=O)c1cc(=O)c2cccc(OC)c2[nH]1,8%,.,.,.,.,.,-0.08,1397,-0.3%,-2.2,1161,-3%,.,0.38,-0.29,0.16,0.021
COc1cc2nc(SCc3ccc(C(F)(F)F)cc3)n(Cc3cccs3)c(=N)c2cc1OC,-1%,i,11,1.5,2.1,10,-0.72,1751,-0.1%,1.1,1124,6%,1.1%,0.86,-0.23,-0.22,0.12
NC(=S)N/N=C1\CCSc2ccc(Cl)cc21,7%,.,.,.,.,.,-0.48,1121,.,0.7,1350,6%,.,-0.45,-0.24,0.087,0.43
O=C(COc1ccccc1)Nc1ccc(S(=O)(=O)N2CCCC2)cc1,-11%,i,-3,1.1,4.0,6.1,-0.37,913,3.5%,0.5,1128,-1%,-1.4%,0.22,-0.2,0.16,0.37
CCOC(=O)C1CCN(C(=O)c2ccc(OCC)c(OCC)c2)CC1,-1%,i,3,1.9,1.5,6.8,-0.95,850,1.4%,0.4,1088,11%,-0.5%,-0.73,-0.22,-0.45,0.67
O=C(Oc1coc(CSc2ncccn2)cc1=O)c1ccco1,1%,i,0,1.8,2.5,2.7,0.17,1040,-0.3%,-0.5,1046,3%,-1.5%,0.31,-0.31,0.66,0.04
Cc1nn(Cc2ccc(C(=O)Nc3nc4c(C)cccc4s3)o2)c(C)c1Br,7%,i,-1,3.0,2.3,0.4,-0.77,1661,0.7%,-1.1,1420,6%,2.7%,2.5,0.016,0.68,-1.5
CC(=O)c1c(C)nc(-c2ccccc2)n1O,-2%,i,1,2.6,2.0,4.7,1.3,1362,0.7%,-1.7,1400,5%,-0.3%,-0.28,-0.24,-0.88,0.93
CC(C)NC(=O)c1ccc2c(c1)S(=O)(=O)c1ccccc1C2=O,4%,i,9,2.3,1.3,5.4,.,.,0.1%,-0.6,936,-6%,-0.4%,0.71,-0.32,0.44,-0.082
Cc1nn(Cc2ccc(Cl)cc2)c(C)c1NC(=O)CSc1n[nH]c(C)c1[N+](=O)[O-],7%,i,-2,2.8,2.1,3.9,-0.2,1416,0.3%,-0.4,1168,16%,2.7%,0.054,-0.25,0.079,0.28
COCN(C#N)c1nc(N(C)C)nc(N(C)C)n1,-3%,i,-11,4.4,1.6,8.6,-0.21,1447,0.5%,-1.5,1066,-4%,0.1%,-0.24,-0.28,-0.059,-0.023
COc1ccc(NS(=O)(=O)c2ccc(S(=O)(=O)N3CCCC3)cc2)cc1Cl,12%,i,-5,2.9,2.3,5.7,.,.,0.1%,.,.,10%,-0.6%,0.44,-0.24,0.89,-0.55
O=c1c2ccccc2nc(N/N=C/c2ccccc2)n1O,1%,i,-1,4.1,2.2,0.5,0.05,1654,0.2%,2.5,1409,17%,-4.2%,1.1,-0.098,-6.5e-05,-1
O=C(CC1Oc2ccccc2NC1=O)NCc1ccc(Cl)cc1 (stereo unspecified),-4%,i,-4,3.1,3.8,5.6,0.66,889,0.8%,.,.,-1%,-0.2%,-0.4,-0.2,-0.026,0.27
O=C(NCC1CCCO1)C(c1ccc(F)cc1)N(Cc1ccc2c(c1)OCO2)C(=O)c1ccc(CN2CCOCC2)o1 (stereo unspecified),7%,i,-16,2.0,0.8,2.8,-0.59,1534,-0.1%,0.0,1559,6%,0.0%,-0.33,-0.18,0.035,0.26
COc1ccc(/C=N/NC(=S)N[C@H]2CC3CCC2C3)cc1 (stereo partly specified),4%,.,.,.,.,.,0.12,1425,.,-1.9,1156,3%,.,0.27,-0.18,-0.078,-0.24
COc1cccc(/C=N\NC(=O)c2ccc(Cn3cc(Br)c([N+](=O)[O-])n3)o2)c1O,29%,i,28,2.3,3.1,21,.,.,0.0%,-1.1,1026,15%,2.2%,-1.1,-0.018,-0.58,0.75
# (listing goes on)
SMILES,M1AAP inhibition,Autophagy HCS,Autophagy HCS cell loss 18 h,MT stabilize HCS,MT stabilize HCS Hoechst-high %,MT stabilize HCS cytotoxicity %,Ins promoter up,Ins promoter up cell count,K1F lysis inhibition,b-catenin transl,b-catenin transl cell count 5 µM,M17LAP inhibition,CSM14.1 death rescue,Dynein cargo inh,Dynein cargo inh cytoplasmic EGFP,Dynein cargo inh nuclear GR-EGFP,Dynein cargo inh cell count
O=C(CSc1nnc2c(Cl)cc(Cl)cn12)N1CCN(S(=O)(=O)c2ccccc2)CC1,5%,i,17,6.9,2.8,2.6,0.19,1278,0.0%,-9.2,976,-7%,-0.3%,-0.7,-0.18,-0.026,0.59
Cc1oc2c(CN(C)C)c(O)ccc2c(=O)c1-c1ccc2ccccc2n1,11%,i,-4,3.1,2.9,14,0.18,1669,2.2%,-1.5,1390,31%,4.2%,-0.18,-0.32,-0.14,-0.44
CCOC(=O)CC(=O)CSc1nc(C)cc(-c2cccnc2)c1C#N,16%,i,-6,1.6,2.1,4.4,-0.7,1266,-1.3%,.,.,8%,-1.9%,-0.7,-0.25,-0.36,0.77
O=C1CCC2=C(CCCC2=O)N1,3%,i,3,3.4,1.6,7.7,-0.43,1588,0.4%,1.5,957,-1%,0.3%,-0.33,-0.15,0.13,-0.39
CCc1ccccc1N1C(=O)c2cccc3c(N4CCOCC4)c([N+](=O)[O-])cc(c23)C1=O,-2%,i,18,1.5,1.0,9.8,.,.,7.4%,.,.,-4%,3.3%,-0.14,-0.06,0.25,0.3
CCCOC1CCCN(C(=O)CCc2nnc(Cc3cccc(C)c3)o2)C1 (stereo unspecified),0%,i,-19,3.2,2.2,3.7,0.96,1499,-0.5%,0.6,1044,5%,1.4%,-0.33,-0.29,-0.35,0.56
CC(=O)Nc1ccc(OC(F)(F)C(F)C(F)(F)F)c(NC(C)=O)c1 (stereo unspecified),0%,i,24,2.8,2.5,5.1,.,.,0.2%,-5.7,1170,5%,-1.2%,-0.052,-0.28,0.33,-1.1
COc1ccc(-c2nc(CS(=O)CC(=O)NCc3cccnc3)c(C)o2)cc1 (stereo unspecified),-2%,i,6,2.8,3.0,7.6,0.07,1056,0.5%,.,.,6%,-0.8%,1.4,-0.096,0.96,-0.9
Cc1ccc(N(C(=O)CNC(=O)c2ccco2)C(C(=O)NCC2CCCO2)c2ccccc2)cc1 (stereo unspecified),0%,i,-2,3.9,2.4,12,-0.51,1212,0.1%,-7.9,957,9%,1.4%,-0.26,-0.21,0.085,0.4
COc1ccc(NC(=O)CC2C(=O)N(C)C(=S)N2Cc2ccco2)cc1 (stereo unspecified),6%,i,-1,2.8,2.3,7.9,0.14,1476,3.2%,-0.7,971,-1%,-3.0%,-0.12,-0.22,0.1,-0.26
Cc1cccc(C)c1NC(=O)CN1C(=O)S/C(=C\c2cccn2C)C1=O,2%,i,-24,2.4,1.8,5.2,0.94,1524,3.8%,-4.2,846,2%,0.0%,0.26,-0.21,-0.067,-0.16
COc1ccc(C2CC(c3cccs3)=NN2C(=O)CSc2nc3c(cnn3-c3ccccc3)c(=O)[nH]2)cc1 (stereo unspecified),-1%,i,0,3.3,1.8,11,0.3,1342,1.7%,0.5,547,12%,26%,-0.57,-0.28,0.31,0.57

# From PubChem
